# Tb PFK inh – T. brucei PFK enzyme inhibition | O15648 | T. brucei PFK, ADP-Glo luminescence | Potency, µM (titrated, usually from 57.5 µM), for the others: at the highest dose activity, negative = inhibition, actives largely listed as inhibitors | hit rate 0.17% among 330,000;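 further: potency means the concentration at half of the fitted maximal effect; 0% = uninhibited 1x PFK enzyme wells and -100% = no-enzyme wells; nearly all actives have a fitted effect of over 60% in size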
#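 Luminescent ADP detection (ADP-Glo, two-step: ATP depletion then ADP-to-ATP conversion for luciferase) reported PFK activity after 45 min room-temperature reaction of 1.25 nM enzyme with 0.5 mM F6P and 0.1 mM ATP at pH 8.0.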
# GALK inhibitor – galactokinase (human) inhibition; P51570; Purified GALK, Kinase-Glo residual ATP luminescence; Potency, µM (doses to about 57.5 µM), for inactives: at the top dose activity change, negative = inhibition, usual class: inhibitors; hit rate 0.007% among 270,000; further: potency means the concentration at half of the fitted maximal effect; on the % scale 0 is the no-effect control and ±100 the full control effect
# Target sequence (P51570 whole entry, looked up): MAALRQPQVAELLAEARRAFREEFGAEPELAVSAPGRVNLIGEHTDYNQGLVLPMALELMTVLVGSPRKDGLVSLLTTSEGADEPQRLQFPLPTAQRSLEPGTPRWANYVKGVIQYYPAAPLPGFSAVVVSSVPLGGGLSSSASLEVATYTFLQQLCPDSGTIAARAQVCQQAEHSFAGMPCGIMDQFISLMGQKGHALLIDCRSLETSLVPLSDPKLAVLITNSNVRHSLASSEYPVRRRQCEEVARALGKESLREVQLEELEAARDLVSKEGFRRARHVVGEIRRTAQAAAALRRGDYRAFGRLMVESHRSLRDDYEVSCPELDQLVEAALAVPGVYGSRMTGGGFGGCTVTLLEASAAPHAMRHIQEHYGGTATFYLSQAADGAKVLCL
#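 Quantitative HTS: GALK 5 nM, ATP 35 uM, galactose 100 uM, 1 h room temperature, then luciferase-based ATP detection.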
# PKM2 activator – PKM2 (human) enzyme activation; purified PKM2, Kinase-Glo ATP luminescence, activation; response scale: 0% is enzyme alone, no compound; Potency, µM (titrated, usually from 57.5 µM), inactives show at the top dose activation, most hits filed as activators; hit rate 0.34% among 260,000; further: potency means the concentration at half of the fitted maximal effect; on the % scale 0 is the no-effect control and ±100 the full control effect; nearly all actives have a fitted effect of over 55% in size
#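 Kinase-Glo luminescence reports ATP generated from ADP (0.1 mM) and PEP (0.5 mM) by purified hPK-M2 after 1 h at room temperature, pH 7.2 imidazole buffer; intermediate enzyme activity allows detecting inhibitors and activators.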
# B2AR arrestin – beta2AR (human) beta-arrestin recruitment activity | P07550 | beta-arrestin recruitment to beta2AR, cell-based reporter | Potency, µM (series often up to 46.1 µM), for inactives: at the highest dose activation, most hits filed as activators | hit rate 0.02% among 330,000;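 further: potency means the concentration at half of the fitted maximal effect; 0% = DMSO controls and full agonism = EC100 isoproterenol or metaproterenol; nearly all actives have a fitted effect of over 65% in size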
# Giardia kill – kills Giardia lamblia | Giardia lamblia trophozoite viability | AID 540267 | activity change, % at 7.66 µM, hits read low | hit rate 0.15% among 340,000; in the data active means activity change below about -80%; inconclusive means between about -30% and that limit;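 further: parasites exposed to compound for two days anaerobically before the ATP read; on the % scale 0 is the no-effect control and ±100 the full control effect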
#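 Each well holds 100 Giardia trophozoites and compound. After two days (48 hrs) at 37 deg C in anaerobic conditions, ATP is quantified by luminescence.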
# Menin MLL FP TR – inhibitors of human menin-MLL interaction, mutant MLL peptide | Menin + Texas Red MLL mutant peptide, fluorescence polarization | O00255 | Potency, µM (top dose mostly 61.6 µM), without a hit: at the top dose FP activity change, negative = inhibition, actives largely listed as inhibitors | hit rate 0.23% among 270,000 | AID 1768; active means well fitted inhibition curve with a large enough effect in the polarisation, with a control signal flat, not every such curve was filed as active; inconclusive means small, poorly fitted or top-dose-only effect, or effect the other way, or a change in a side signal; inactive means no such curve, though single readings can be large or run the other way; the % refers to the polarisation; further: potency means the concentration at half of the fitted maximal effect; % of control where 0% means no effect; many of its hits are not listed in these tables
# S-ASM inh – human S-ASM enzyme inhibition. AID 504937. placental ASM, HMU-PC fluorogenic substrate, 60 min. hit rate 0.006% among 340,000. Potency, µM (titrated, usually from 57.5 µM), without a hit: at the highest dose activity change, negative = inhibition, usual class: inhibitors. P17405; further: potency means the concentration at half of the fitted maximal effect
#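 Steps: dispense placental human ASM, pin compound, wait 10 min at room temperature, add HMU-PC0 substrate at 9 uM final, incubate 60 min at 37 °C, add stop solution raising pH to 10, read fluorescence.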
# Coupling enz – coupling enzyme interference in Giardia aldolase counter-screen; activity change, negative = inhibition, % at 58.2 µM, hits read low; AID 2472; coupling enzyme system counterscreen, AmpLite Red fluorescence; hit rate 0.67% among 290,000; in the data active means activity change below about -30%; further: on the % scale 0 is the no-effect control and ±100 the full control effect
#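 Coupling enzymes only (glyceraldehyde-3-phosphate) + compound, at 57.5 uM final, 10 min RT; add substrate/coupling/AmpLite Red mix, 20 min RT; fluorescence ex 525/em 598 nm. Actives flag coupling-system interference.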
# BCR signal inh – blocks chronic active B-cell receptor signaling. ABC-DLBCL IkBa-CBG/CBR reporter, luminescence ratio, 4 h. Potency, µM (doses to about 46.1 µM), inactives show top-dose ratio change, negative = lower green/red ratio, usual class: inhibitors. hit rate 0.05% among 340,000; active means well fitted inhibition curve with a large enough effect in the signal ratio, with a control signal flat, not every such curve was filed as active; inconclusive means small, poorly fitted or top-dose-only effect, or effect the other way, or a change in a side signal; the % refers to the signal ratio;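 further: potency means the concentration at half of the fitted maximal effect; plate controls were basal doxycycline-induced cells for no effect and cells given 10 µM MG132 for full effect; MG132 reads +100%, hits lower the ratio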
#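 Doxycycline induced both beetle luciferases in TMD8 lymphoma cells; IKK-driven degradation limits the IkappaBalpha-fused green signal, while red luminescence normalises for cell number and nonspecific effects. Compounds tested up to 46 uM, 4 hrs.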
# PTAP TSG101 blk – blocks PTAP/TSG101 interaction to inhibit HIV-1 budding; Q99816; Fluorescence polarization, FITC-PTAP peptide / Tsg101 binding; Potency, µM (series often up to 115 µM), for the others: at the highest dose activity change, negative = inhibition, hits mostly inhibitors; 340,000 tested, under 10 active; active means well fitted inhibition curve with a large enough effect in the main read-out, with a control signal flat, not every such curve was filed as active; inconclusive means small, poorly fitted or top-dose-only effect, or effect the other way, or a change in a side signal; inactive means no such curve, though single readings can be large or run the other way; further: potency means the concentration at half of the fitted maximal effect; % of control where 0% means no effect
# Target sequence (Q99816 whole entry, looked up): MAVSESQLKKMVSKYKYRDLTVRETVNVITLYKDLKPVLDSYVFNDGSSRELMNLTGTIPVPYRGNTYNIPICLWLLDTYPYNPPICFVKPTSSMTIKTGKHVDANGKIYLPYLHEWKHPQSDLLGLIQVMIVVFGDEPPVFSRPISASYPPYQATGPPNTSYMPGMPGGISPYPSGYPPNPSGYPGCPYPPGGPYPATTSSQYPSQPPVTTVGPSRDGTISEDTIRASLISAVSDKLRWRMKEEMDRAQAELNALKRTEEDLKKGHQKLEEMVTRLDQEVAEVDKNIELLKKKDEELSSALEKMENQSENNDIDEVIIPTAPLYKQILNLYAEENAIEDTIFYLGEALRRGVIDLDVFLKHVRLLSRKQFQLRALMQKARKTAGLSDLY
#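 FP read-out: FITC-PTAP peptide, 50 nM final, binding Tsg101 binding domain, 10 uM final; 20 min, r.t.; 10 mM HEPES pH 7.5, 0.15 M NaCl, 0.01% Tween 20, 3 mM EDTA, 0.1 mM TCEP.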
# a7 integrin act – integrin-mediated muscular dystrophy alleviation activation. Potency, µM (highest dose often 38.3 µM), without a hit: at the highest dose activation, actives largely listed as activators. hit rate 0.064% among 350,000. alpha7betagal myoblasts, beta-gal FDG fluorescence, 48 h. AID 624291;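 further: potency means the concentration at half of the fitted maximal effect; 100% = response of the positive control SU9516; nearly all actives have a fitted effect of over 60% in size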
#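 alpha7betagal+/- myoblasts (passage 13, 250/well) treated 48 h at 37C with compounds at 1:260 dilution of DMSO stock. Lysed, then beta-galactosidase activity read as FDG fluorescence (ex 480/em 540) after 30 min, with pre-read for autofluorescence.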
# * hit, by the source's call; ? = inconclusive; . = no result given; & = joins results of further samples; [ ] = remark or other dose. Unless noted, the call rests on the fitted dose curve; in most records, active means well fitted curve in the direction sought with a large enough effect; inconclusive means small, poorly fitted or top-dose-only effect, or another doubt; inactive means no such curve, though single readings can be large; an effect the other way counts as inactive or inconclusive. Only part of the results is shown. The share of hits here may be higher or lower than overall.
molecule	BCR signal inh	PTAP TSG101 blk	B2AR arrestin	GALK inhibitor	Menin MLL FP TR	Coupling enz	a7 integrin act	PKM2 activator	Tb PFK inh	Giardia kill	S-ASM inh
CN(C)CCN(C(=O)c1ccc2c(c1)OCCO2)c1nc2ccc(Cl)cc2s1	4%	2%	-0.2%	1%	?	1	-30%	5%	-4%	8	3%
COc1cc(Nc2cc(C)nc3ncnn23)cc(OC)c1OC	-6%	-3%	-0.3%	0%	0%	-3	8%	3%	-3%	-10	0%
N#Cc1c(NC(=O)c2ccc(Cn3cc(Br)cn3)o2)sc2c1CCCCC2	21%	0%	-0.1%	.	8%	9	27%	24%	-2%	-26	-14%
CN=c1nc(-c2ccccc2)n(-c2ccccc2)s1	-8%	0%	0.0%	.	-16%	.	.	.	-7%	22&4	-3%
[O-]/[N+](=C\c1ccncc1)c1ccc(Br)cc1	0%	0%	0.2%	.	12%	-6	7%	27%	-10%	-18	-6%
COC1=NS(=O)(=O)c2ccccc21	4%	-3%	-0.4%	.	2%	1	4%	-14%	3%	-4	7%
CN1CCN(S(=O)(=O)c2cccc(C(=O)Oc3cccc(C#N)c3)c2)CC1	0%	0%	-0.2%	.	.	.	25%	.	0%	-16	0%
Cc1cc(-n2c(C)cc(C(=O)CSc3nc(N)cc(=O)[nH]3)c2C)no1	-10%	-4%	0.0%	.	.	2	-19%	-2%	4%	0	-2%
Cc1cc(C)n2nc(C(=O)N(C)C(c3ccccc3)c3ccccc3)nc2n1	-6%	-4%	0.2%	-3%	-17%	-1	6%	1%	-4%	-15	-1%
COC(=O)/C(=C/c1ccc(F)cc1)NC(C)=O	0%	-5%	-0.2%	-3%	-15%	5	13%	-8%	-4%	-7	1%
CC(C)NC(=O)NC(=O)COC(=O)/C=C/c1ccc2c(c1)OCO2	?	-1%	0.2%	-2%	.	2	-34%	0%	4%	9	1%
c1ccc(COc2ccc(OCCN3CCCC3)cc2)cc1	4%	-3%	0.4%	-2%	7%	-2	-45%[inhibitor]	-3%	-8%	1	5%
Fc1ccc(-c2csc(NC(=S)Nc3ccccc3)n2)cc1	3%	-6%	0.3%	-7%	?	-1	?	.	-1%	-27	1%
CCOC(=O)Cn1c(=O)oc2cc(S(=O)(=O)N(CCN(C)C)Cc3ccccc3)ccc21	1%	-4%	-0.3%	-3%	-23%	0	-16%	-1%	2%	2	-2%
Cc1ccc(S(=O)(=O)NCC2CCC(C(=O)N3CCOCC3)CC2)cc1 (stereo unspecified)	1%	0%	-0.6%	-2%	?	3	-16%	.	9%	-16	-1%

# Just B2AR arrestin, for some of the entries so far:
smiles | B2AR arrestin
CN(C)CCN(C(=O)c1ccc2c(c1)OCCO2)c1nc2ccc(Cl)cc2s1 | -0.2%
CN1CCN(S(=O)(=O)c2cccc(C(=O)Oc3cccc(C#N)c3)c2)CC1 | -0.2%
[O-]/[N+](=C\c1ccncc1)c1ccc(Br)cc1 | 0.2%

# Gathered by group, the compounds so far containing a cyano group (two)
molecule	BCR signal inh	PTAP TSG101 blk	B2AR arrestin	GALK inhibitor	Menin MLL FP TR	Coupling enz	a7 integrin act	PKM2 activator	Tb PFK inh	Giardia kill	S-ASM inh
N#Cc1c(NC(=O)c2ccc(Cn3cc(Br)cn3)o2)sc2c1CCCCC2	21%	0%	-0.1%	.	8%	9	27%	24%	-2%	-26	-14%
CN1CCN(S(=O)(=O)c2cccc(C(=O)Oc3cccc(C#N)c3)c2)CC1	0%	0%	-0.2%	.	.	.	25%	.	0%	-16	0%

# Remaining list, next part
molecule	BCR signal inh	PTAP TSG101 blk	B2AR arrestin	GALK inhibitor	Menin MLL FP TR	Coupling enz	a7 integrin act	PKM2 activator	Tb PFK inh	Giardia kill	S-ASM inh
COc1cc(/C=N/NC(=O)c2cc(-c3ccccc3)nc3ccccc23)cc(OC)c1O	-1%	-2%	-0.4%	-5%	?	0	12%	9%	-2%	-5	-20%
Cc1cc([N+](=O)[O-])ccc1NC(=O)CSc1nnc(C)n1C	0%	1%	-0.8%	5%	10%	-1	8%	0%	1%	0	1%
Cc1cc(=O)n2[nH]c(=O)c(N=Nc3ccccc3)c2[nH]1	-20%	-3%	-0.4%	0%	?	5	-8%	-18%	13%	-26	?
COc1cccc(C(=O)Nc2nnc(-c3ccc(Cl)cc3)o2)c1	?	-1%	-0.1%	-3%	.	-1	0%	1%	4%	1	2%
O=C1/C(=C/c2ccccn2)SC(=S)N1N1CCOCC1	?	-1%	0.2%	-1%	.	-17	-5%	3%	2%	8	2%
CCCNC(=O)Nc1cc(OC)c(OC)cc1Cc1nccc2cc(OC)c(OC)cc12	?	-12%	0.2%	3%	3%	-2	11%	.	-11%	-3	1%
O=C(C[C@H]1C/C=C\C[C@H](NC(=O)OCC2c3ccccc3-c3ccccc32)C(=O)OC[C@@H]2CCCN2C1=O)NCCO	0%	0%	0.0%	.	.	.	-5%	.	1%	7	-2%

# 2 of these compounds in another layout:
> Cc1cc(=O)n2[nH]c(=O)c(N=Nc3ccccc3)c2[nH]1
  BCR signal inh: -20% | PTAP TSG101 blk: -3% | B2AR arrestin: -0.4% | GALK inhibitor: 0% | Menin MLL FP TR: ? | Coupling enz: 5 | a7 integrin act: -8% | PKM2 activator: -18% | Tb PFK inh: 13% | Giardia kill: -26 | S-ASM inh: ?
> O=C(C[C@H]1C/C=C\C[C@H](NC(=O)OCC2c3ccccc3-c3ccccc32)C(=O)OC[C@@H]2CCCN2C1=O)NCCO
  BCR signal inh: 0% | PTAP TSG101 blk: 0% | B2AR arrestin: 0.0% | GALK inhibitor: . | Menin MLL FP TR: . | Coupling enz: . | a7 integrin act: -5% | PKM2 activator: . | Tb PFK inh: 1% | Giardia kill: 7 | S-ASM inh: -2%

# Assay outcomes (PubChem)
